Screening data from PubChem BioAssay.
mcGAS lum = cyclic GMP-AMP synthase inhibitors, mouse, primary biochemical chemiluminescence; Q8C6L5; recombinant cGAS, Kinase-Glo ATP depletion luminescence; inhibition, % at 12.5 µM; hit rate 0.15% among 160,000;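 note: 0% = negative control wells and 100% = reference inhibitor with no enzyme activity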
NPYLR7 ag = agonists of mosquito NPYLR7 receptor, primary screen, cell-based, Aedes aegypti, calcium fluorescence, mosquito biting behavior | Aedes aegypti neuropeptide Y-like receptor 7 (NPYLR7) | hit rate 0.15% among 270,000 | activation, % at 10 µM | HEK293T NPYLR7/Galpha15, GCaMP6s calcium fluorescence; in the data active = activation above about 40%;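 note: 0% = vehicle and 100% = reference agonist at the receptor; some compounds past the cut are filed as inactive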
hcGAS lum = Primary biochemical luminescence assay for human cyclic GMP-AMP synthase inhibitors; recombinant h-cGAS, ATP depletion, Kinase-Glo luminescence; inhibition, % at 12.5 µM; hit rate 0.081% among 290,000; AID 1259398, 2018;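 note: 0% = vehicle reaction and 100% = reaction without DNA for no activity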
Target sequence (Q8N884 whole entry, looked up): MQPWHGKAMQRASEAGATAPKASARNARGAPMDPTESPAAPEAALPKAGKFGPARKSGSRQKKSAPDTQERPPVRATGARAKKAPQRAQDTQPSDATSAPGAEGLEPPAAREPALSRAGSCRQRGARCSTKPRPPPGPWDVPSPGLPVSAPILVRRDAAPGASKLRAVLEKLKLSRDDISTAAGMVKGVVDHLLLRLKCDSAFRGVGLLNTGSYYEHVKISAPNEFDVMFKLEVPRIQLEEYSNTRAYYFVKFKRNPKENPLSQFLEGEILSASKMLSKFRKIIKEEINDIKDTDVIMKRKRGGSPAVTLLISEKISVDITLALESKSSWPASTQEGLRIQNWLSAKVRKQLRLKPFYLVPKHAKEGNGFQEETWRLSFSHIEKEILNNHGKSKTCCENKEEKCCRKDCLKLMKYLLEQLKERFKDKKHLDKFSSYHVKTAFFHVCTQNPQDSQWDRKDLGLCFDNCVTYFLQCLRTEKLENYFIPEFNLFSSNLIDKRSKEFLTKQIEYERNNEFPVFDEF
Numbers without * were called inactive; · = no result given. Cut-off read from the data, not from the text of the source, unless noted: active = inhibition above about 40%; inactive = the rest. Not a hit list; any-hit rate near 0.26%.

SMILES	mcGAS lum	NPYLR7 ag	hcGAS lum
OC(CN(c1nccc(-n2cccn2)n1)C1CC1)c1ccc(F)cc1 (stereo not given)	·	3	-12
CN1C(=O)N(Cc2cccnc2)C(=O)C12CCN(Cc1cnc(-c3ccccc3)s1)CC2	-9	5	3
NC1=NC(c2c3ccccc3cc3ccccc23)n2c(nc3ccccc32)N1 (stereo not given)	·	8	-4
CC(C)C(C)(C#N)NC(=O)COC(=O)C12CC3CC(CC(Cl)(C3)C1)C2 (stereo not given)	·	-3	8
O=C(NCc1ccc(Cl)cc1)c1ccc2c(c1)OCCO2	·	3	-10
Cc1ccc(CN2CC(C(=O)N3CCN(C)C(=O)C3)CC2=O)cc1 (stereo not given)	·	2	-4
COCCNC(=O)C(NC(=O)c1ccc(OC)cc1)C1CCN(C(=O)Nc2ccc(C)cc2)CC1 (stereo not given)	-5	7	-5
CCNC(=O)N(C)c1c(CC)nc2ccc(C(=O)NCCN(C)C)cn12	-2	-2	-3
O=C(c1ccnc(Cl)c1)N1CCC(n2c(=O)oc3ccc(F)cc32)CC1	-7	22	-1
NC(=O)C1CCN(C(=O)c2ccc(=O)n(Cc3ccc(F)cc3)n2)CC1	·	5	-9
CCCCC(=O)Nc1nnc(SCc2cccc(Cl)c2F)s1	-3	12	-2
COc1cccc(C2CC(c3cccs3)=NN2C(=O)CN2CCCCC2)c1OC (stereo not given)	·	2	-13
Cc1ccc(-n2nc(C(=O)NCCN3CCOCC3)c(=O)n(Cc3ccccc3Cl)c2=O)cc1	-6	10	-3
O=c1ccc(-c2nc(-c3cccnc3)no2)nn1-c1ccc(F)cc1	-14	-5	-4
CNc1snc(C)c1C(=O)NCc1ccc2c(c1)CCC2	·	3	-2
Cc1ccc(NC(=O)NCc2ccncc2)c(Br)c1	·	6	-5
CC(=O)c1c(C(C)=O)c(C)n(-c2nc(-c3ccc(Br)cc3)c(C)s2)c1C	·	6	-10
CC1CN(CCn2cncn2)c2ccccc2NC1=O (stereo not given)	-2	0	-2
CCc1noc(C)c1C(=O)N1CCC(CCC(=O)Nc2cccc(OC)c2)CC1	·	9	-3
O=[N+]([O-])c1ccc(S(=O)(=O)NCc2ccc3ccccc3c2-c2ccccc2)cc1	-3	-13	-7
CC1=NC2=C(C(=O)CCC2)C(c2ccc(Cl)c(Cl)c2)C1C#N (stereo not given)	-4	17	-4
CCN(C(=O)CCc1nc(-c2ccccc2F)no1)C1CCOC(C)(C)C1 (stereo not given)	·	16	-4
CSc1ccc(C(NC(=O)c2cc(C(F)(F)F)cc(C(F)(F)F)c2)c2cccc(Cl)c2Cl)cc1 (stereo not given)	-4	-12	-4
Cc1ccccc1N1CCN(c2cc(Cl)nc(SCc3cccc(C(=O)N4CCc5ccccc5C4)c3)n2)CC1	-5	13	-8
CC1=CCC=CC1C(=O)NC1CCc2[nH]c3c(C)cc(Cl)cc3c2C1 (stereo not given)	-2	31	-4
CC(C)(C)C(=O)Nc1cccc(NC(=O)CSc2ccccc2)c1	-7	2	-5
CCCNC(=O)C1(NC(=O)Cc2ccccc2OC)CCCCC1	·	4	-9
COc1cn(CC(=O)NCc2ccccc2)c(CN2CCN(c3ccccc3)CC2)cc1=O	-7	-4	-11
C#CCn1c(=NC(=O)c2ccc(OC)cc2)sc2cccc(OC)c21	-10	2	-7
Cc1ccc(C(=O)N(C)C(C)c2nccs2)cc1N1CCNC1=O (stereo not given)	-14	-5	-4
Cc1nc2ccccn2c(=O)c1NC(=O)COc1ccc(C(=O)c2ccccc2)cc1	-3	-4	-4
O=C(Nc1ccc(F)c(Cl)c1)N1CCN(c2cc(-n3cccn3)ncn2)CC1	-4	20	-2
Cc1ccc(N2C(=O)CC(N3C(=O)C(=Cc4ccccc4)SC3=S)C2=O)cc1 (stereo not given)	-2	0	-3
CCc1cc(=O)[nH]c2nnc(SCC(=O)NC)n12	-7	0	-2
C/C=C(\C)CN(C)CCN(C)C	·	-10	0
Cc1ccc(NC(=O)C2(C)CCN2C2Cc3ccccc3C2)cc1O (stereo not given)	·	10	-6
Nc1nc(CSc2nnc(NC3CC3)s2)nc(Nc2ccc(F)cc2)n1	·	17	-6
O=C(CCc1nc2sc3c(c2c(=O)[nH]1)CCC3)Nc1ccccc1	·	4	-8
c1ccc(-c2ncn(CCN3CCCCC3)c2-c2ccoc2)cc1	-8	3	-2
O=C(Nc1cnc2n1CCCC2)c1cccc2cnccc12	·	14	-4
CC1=CCC(C(C)(C)NC(=O)c2ccccc2)C/C1=N\O (stereo not given)	-5	-1	-10
Cn1cc(C(CC(=O)NCc2ccncc2)c2cccc(C(F)(F)F)c2)c2ccccc21 (stereo not given)	-8	5	-6
Cc1nc(N)sc1-c1csc(N)n1	·	1	-6
CC(C)c1cc(C(C)C)n(C2CCN(C(=O)COc3ccc(F)cc3)CC2)n1	-5	20	1
O=C1CC(Sc2ncn[nH]2)C(=O)N1c1ccc(I)cc1 (stereo not given)	·	-2	-6
CCc1nc2ccc(C(=O)NCc3ccc(OC)cc3)cn2c1N(CC)C(C)=O	-3	-4	-7
Cc1ccc(CNC(=O)C2COc3ccccc3C2)s1 (stereo not given)	·	7	-2
NC(=O)CSc1ccc(-c2cccc(CN3CCOCC3)c2)cc1	·	-4	-5
COCCN(Cc1cccn1C)C(=O)CN(C(=O)Nc1ccc(Cl)c(Cl)c1)C(C)C	-4	-5	-5
O=C(Cc1ccc(N2CCCC2=O)cc1)NC1CCCCCC1	-6	3	-7
O=C(Nc1ccc(N2CCCC2=O)cc1)c1cccc(-c2nn[nH]n2)c1	-19	-2	-9
CC(C)(C)c1nc(CC(=O)NC(C#N)c2ccsc2)cs1 (stereo not given)	-7	9	-13
CCSc1nnc(SCc2cc([N+](=O)[O-])cc3c2OCOC3)s1	·	-1	-2
COCc1ccc(C(=O)N2CCc3c(c(C(=O)O)nn3CC3CC3)C2)o1	·	0	-8
CC(=O)NCCNC(=O)C1Cc2c(-c3cccc(NC(C)=O)c3)ccnc2O1 (stereo not given)	-7	5	-8
CS/C(=C\C(=O)c1ccc(C)cc1)C(=O)c1ccc(C)cc1	·	1	-7
CCn1c(C2CCN(C(=O)CCCn3ccnc3)CC2)n[nH]c1=O	-11	·	-8
CC(C)=CCN1CCNC(=O)C1CC(=O)NCc1ccccc1-n1cccn1 (stereo not given)	-18	-2	-2
COCC(=O)Nc1cc(C(=O)N[C@H](C)c2cccc(OC)c2)c2c(c1)ncn2Cc1ccc(F)cc1	-11	21	-7
CC1=NNC(=O)C1CCC(=O)NN=Cc1sccc1C (stereo not given)	·	-6	-4

Reprinted at random: 2 entries already listed.
SMILES	mcGAS lum	NPYLR7 ag	hcGAS lum
CC1=NNC(=O)C1CCC(=O)NN=Cc1sccc1C (stereo not given)	·	-6	-4
CCSc1nnc(SCc2cc([N+](=O)[O-])cc3c2OCOC3)s1	·	-1	-2

Part of the list above, reformatted.
Every second line gives: mcGAS lum, NPYLR7 ag, hcGAS lum
COCCN(Cc1cccn1C)C(=O)CN(C(=O)Nc1ccc(Cl)c(Cl)c1)C(C)C
 : -4, -5, -5
O=C(Cc1ccc(N2CCCC2=O)cc1)NC1CCCCCC1
 : -6, 3, -7
O=C(Nc1ccc(N2CCCC2=O)cc1)c1cccc(-c2nn[nH]n2)c1
 : -19, -2, -9

Next section.
SMILES	mcGAS lum	NPYLR7 ag	hcGAS lum
Cc1ccc(C)c(OC(C)C(=O)NCCNc2cccnc2)c1 (stereo not given)	·	2	-5
CC(C)OC(=O)c1cc(NC(=O)c2cnc3ccccn23)ccc1Cl	·	19	0
CC(C)COc1nc(-c2ccccc2F)n(-c2ccc(NC(=O)c3cccc(Cl)c3)cc2)n1	-1	·	0
CCc1ccc(N2CCC(NS(=O)(=O)N(CC)CC)CC2)cc1	11	0	19
CC(=O)Nc1cccc(Cc2nc3cc(Cl)ccc3o2)c1	-6	23	-6
CCn1nc(C)cc1C(=O)Nc1cc(C)nn1-c1nc2ccc(F)cc2s1	-12	-6	-10
COc1ccc(Cl)cc1CN1C(=O)C(Cc2cccc(F)c2)ON=C1c1ccncc1 (stereo not given)	·	13	-7
COc1ccc(-n2c(SCC(=O)N3CCN(C(=O)COc4ccc(Cl)cc4)C(C)C3)nnc2-c2ccc(C)cc2)cc1 (stereo not given)	-5	·	-5
O=C(NCc1cccc(-n2cccn2)c1)c1cc2ncccn2n1	-7	·	-7
COc1cc(C(CC(=O)c2ccc(Cl)cc2)SCCO)cc(OC)c1OC (stereo not given)	·	-5	-7
O=C(CSCC1CC1)NC1CC(c2cc(N3CCOCC3)ncn2)C1 (stereo not given)	-6	·	-15
[N-]=[N+]=CC(=O)C1(c2ccccc2)CCCC1	·	7	2

Reformatted with each value named: entries from further up
O=c1ccc(-c2nc(-c3cccnc3)no2)nn1-c1ccc(F)cc1
  mcGAS lum: -14
  NPYLR7 ag: -5
  hcGAS lum: -4
NC(=O)CSc1ccc(-c2cccc(CN3CCOCC3)c2)cc1
  mcGAS lum: ·
  NPYLR7 ag: -4
  hcGAS lum: -5
Cc1ccc(NC(=O)C2(C)CCN2C2Cc3ccccc3C2)cc1O (stereo not given)
  mcGAS lum: ·
  NPYLR7 ag: 10
  hcGAS lum: -6
Nc1nc(CSc2nnc(NC3CC3)s2)nc(Nc2ccc(F)cc2)n1
  mcGAS lum: ·
  NPYLR7 ag: 17
  hcGAS lum: -6

Next entries.
SMILES	mcGAS lum	NPYLR7 ag	hcGAS lum
Cc1ccc(-n2ncc3c2CCCC3NC(=O)CSc2nncn2C)cc1C (stereo not given)	-9	5	-7
COc1ccc(OCC(=O)Nn2cnc3c(cnn3C(C)(C)C)c2=O)cc1	·	6	-8
c1ccc2c(c1)OCC(CSc1nnnn1C1CCCC1)O2 (stereo not given)	·	6	-4
CCNC(=O)[C@@]1(OCc2ccccc2C#N)CC(OCc2ccc(F)cc2)[C@@H]2OC(C)(C)O[C@@H]2C1 (stereo not given in full)	-1	-13	-3
COCCN(Cc1cccc(OS(=O)(=O)c2ccc(F)cc2)c1)S(=O)(=O)c1cccc2cccnc12	-5	·	-7
CCOC(=O)c1c(N)c2c(-c3ccccc3)c(C#N)c(OCC)nc2n1C	·	3	-1
CCCCN(CC(=O)N(CCc1c[nH]c2ccccc12)Cc1ccccc1)C(=O)Nc1ccc(C(=O)OCC)cc1	2	-10	5
Nc1c(Oc2ccc(S(=O)(=O)Oc3ccccc3)cc2)cc(O)c2c1C(=O)c1ccccc1C2=O	-4	4	-5
CC(C)c1ccccc1OC1CC2CCC(C1)N2C(=O)c1ccc(CSc2ncccn2)cc1 (stereo not given)	-7	10	-14
CC(=O)c1c(C)oc2ccc(NS(=O)(=O)c3ccc4c(c3)C(=O)c3ccccc3C4=O)cc12	-6	-7	-8
CN(C)/C=C1\C(=O)NC(Cc2cscn2)C1=O (stereo not given)	·	9	-3
CCCC(C)(C)C(=O)N1CCC1(C)C(=O)NCc1ccc2c(c1)OCO2 (stereo not given)	·	3	-8
O=C1CCc2cc(S(=O)(=O)NC3CCCCC3)ccc2N1	-6	-1	-9
CC(=O)c1ccc(OC(C)C(=O)Nc2ccccc2N2CCOCC2)cc1 (stereo not given)	·	3	1
Cc1nc(-c2cccc3ccccc23)n(CC(=O)Nc2ccc3c(c2)CCC3)c1C	·	14	-5
Cc1cc(OCCN2CCN(Cc3ccccc3)CC2)ccc1I	·	-5	-7
NC(=O)[C@@H]1CSSCCC(=O)N[C@@H](CCCCN=C(N)N)C(=O)NCC(=O)N[C@@H](CC(=O)O)C(=O)N[C@@H](Cc2c[nH]c3ccccc23)C(=O)N2CCC[C@H]2C(=O)N1	·	-18	1
Oc1ccc(N=Nc2ccc(SC(F)F)cc2)c2cccnc12	·	9	-27
CCN1CCN(C(c2cccc(Cl)c2)c2c(O)cc(C)n(CC)c2=O)CC1 (stereo not given)	·	13	-6
O=C1COCc2ccc(-c3cccnc3)cc2N1Cc1ccccc1	·	6	-6
CC(=O)c1cc(C(N)=O)c(=S)[nH]c1C	-2	-11	2
CCCNC(=O)C1(C)CCN(Cc2ccnc3ccccc23)C1 (stereo not given)	·	-2	-16
COc1ccc(-n2ccnc2CNC2CC(=O)N(Cc3ccc(F)cc3)C2)cc1 (stereo not given)	·	4	-3
Cc1ccc(S(=O)(=O)Nc2ccc(Nc3nc(C)cc(N4CCCCC4)n3)cc2)c(C)c1	·	6	-9
COC(=O)c1ccc(CC2(C)C(=O)Nc3cccc(Cl)c32)o1 (stereo not given)	1	-3	2
Cc1ccc(OCC(=O)NC2CC(=O)N(CCc3ccccc3)C2)cc1 (stereo not given)	·	3	-11
CC(=O)N1CCN(Cc2nc(-c3ccco3)cs2)CC1	-13	-9	-3
Cc1ccc(CN2C(=O)NC3(CCN(CC(=O)N4CCOCC4)CC3)C2=O)cc1	0	-3	0
O=C(Nc1nncc(-c2ccccc2)n1)N1CCCC1c1ccccc1 (stereo not given)	·	-5	-7
CC(C)(C(=O)NC(c1ccc(F)cc1)c1ccc(SCc2ccccc2)cc1)c1ccc(Cl)cc1 (stereo not given)	-4	-11	-4
COc1ccc(CCNC(=O)c2ccc(-c3cc(-c4ccccc4)n[nH]3)cc2)cc1	-7	1	-4
Cc1ccccc1OCC(=O)NNC(=O)CCC(=O)O	-1	2	1
COc1ncccc1NC(=O)c1ccc(CN2CCN3CCCC3C2)cc1 (stereo not given)	-15	19	-1
CN[C@@H](C)[C@H]1[C@H](O)C[C@@]2(C)[C@@H]3CC[C@H]4C(C)(C)[C@@H](NC)CC[C@@]45C[C@@]35CC[C@]12C	-2	1	-1
